Screening data (PubChem BioAssay)
Lipid droplet – hepatic lipid droplet formation modulation | AML12 mouse hepatocytes, oleate lipid droplets, BODIPY imaging | inhibition, % at 6.5 µM | actives 0.4% (n = 240,000) | AID 1656;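 active means lipid droplet intensity inhibited by at least 50%, with more than 500 cells counted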
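Test system: AML12 hepatocytes (mouse); reagent: oleate loading, 100 µM; dosing: one dose, 6.5 µM compound; incubation: overnight exposure; signal: fluorescence imaging, 20x objective, two fields per well; read-out basis: % inhibition of corrected integrated BODIPY droplet signal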
Ins promoter up – MIN6 insulin promoter up-regulation; MIN6 insulin promoter-GFP reporter, high-content imaging; stronger effect = higher value; actives 0.3% (n = 190,000); z-score at 5 µM;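 active means z-score above 3 at 5 µM with at least 500 cells counted in the well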
bCat nuc transl – modulators of beta-catenin nuclear translocation. HeLa beta-catenin nuclear translocation, immunofluorescence imaging. nuclear translocation activity, % at 5 µM. actives 0.3% (n = 190,000);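 active means nuclear translocation activity above 50% at 5 µM, with a well cell count of 50 or more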;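 further: per-cell ratio of nuclear to cytoplasmic median beta-catenin stain intensity; plate controls were DMSO negative control for no effect and GSK-3 inhibitor IX positive control for full effect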
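test system = HeLa cells, endogenous beta-catenin | dosing = single 5 µM dose plus 0.02–20 µM confirmation series | times = compound treatment 24 h, 37°C, 5% CO2 | technique = beta-catenin immunofluorescence imaging with DAPI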
MT stabilizer – microtubule stabilization, imaging screen | HeLa tubulin immunostaining HCS, 24 h; share of cells brighter than vehicle mean+2SD | % tubulin-high responders, % at 10 µM | actives 0.83% (n = 200,000) | AID 2205;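 active means plate Z-score above 3 for both tubulin-high and condensed-nucleus cell shares, with cell loss under 80%, at 10 µM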;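 further: anti alpha tubulin signal scored within the nucleus-defined area of each cell; some results filed as inactive read as strong as hits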
Autophagy HCS – alters autophagy in cells; calls only at 10 µM (by protocol); MEF GFP-LC3 puncta imaging; test concentration mostly 10 µM; AID 463193; actives 0.98% (n = 190,000);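 active means percentage of spot-positive cells more than 3 SD above its plate mean, without a fluorescence outlier flag or 80% toxicity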;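 further: spot-positive cell cutoff set from DMSO-treated cells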
CSM14.1 death rescue – protection against thapsigargin-triggered cell killing – 384-well, CSM14.1, ATP luminescence, primary screen (AID 1222). CSM14.1 thapsigargin-induced death rescue, ATP luminescence; higher % means a stronger effect. cellular ATP content (survival), % at 20 µM; hits with a dose series show EC50 in µM. 190,000 tested, under 10 active;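 active means EC50 below 50 µM in the dose-response confirmation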;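 further: death triggered by thapsigargin at about 15 µM added after 2 h compound pretreatment; cell ATP read after overnight thapsigargin exposure of roughly 18 to 22 hours; normalized against plate controls of thapsigargin alone and 5% DMSO vehicle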
XIAP displacement – XIAP antagonists, biochemical, IAP family, fluorescence polarization (AID 1018). XIAP BIR domain, fluorescence polarization peptide displacement; higher % means a stronger effect. displacement, % at 20 µM, or IC50 in µM where a hit was titrated. actives 0.007% (n = 200,000); in the data active means displacement above about 50%; further: a part of the inactive calls stands beside numbers as strong as those of hits
Dynein transport – blocks dynein driven cargo transport along microtubules; z-score, hits read low; 3617.4 mouse cells, GR-EGFP nuclear translocation imaging; test concentration mostly 20 µM; stimulated with dexamethasone, 1 µM; stronger effect = lower value; AID 1381; actives 0.47% (n = 220,000);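 active means plate z-score of nuclear minus cytoplasmic receptor signal below a set negative limit, without overly bright fluorescence or cell loss, cut at about -3.5 in these data, passing the limit was not always enough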;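 further: z-score of nuclear minus cytoplasmic ring GR-EGFP intensity difference per well; some compounds called inactive have numbers as strong as hits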
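Buffer or medium: tetracycline-free induction medium containing charcoal-stripped FBS / Reagent: dexamethasone agonist, 1.0 µM final, for 30 min / Technique: automated 10x imaging of fixed Hoechst-stained cells / Times: induction 48 h, compound 1 h, agonist 30 min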
WT yeast gro inh – growth inhibition of WT yeast, mitochondrial fusion screen; inhibition, % at 10 µM; mitochondrial fusion phenotypic screen, WT strain; actives 2.1% (n = 190,000); in the data active means inhibition above about 58%; tested in S. cerevisiae
WT yeast gro inh mutant strain – also measured in WT yeast gro inh; calls as there; inhibition, %; mitochondrial fusion phenotypic screen, mutant strain inhibition
Dynein transport cytoplasmic EGFP – further read-out of Dynein transport, marked with its call; z-score; measured here: cytoplasmic GR-EGFP intensity; stronger effect = higher value
Dynein transport nuclear GR-EGFP – also measured in Dynein transport; calls as there; z-score; measured here: nuclear GR-EGFP intensity;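 lower value marks the stronger effect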
Dynein transport cell count – second read-out of Dynein transport, no call of its own (marks repeat the call); z-score; measured here: cell count per field
Ins promoter up cell count – also measured in Ins promoter up; calls as there; cell count; measured here: cytotoxicity, nuclei count;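 total cells summed across four imaged fields per well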
Lipid droplet cells 6.5 µM – also measured in Lipid droplet; calls as there; cell count; measured here: cell count, cytotoxicity flag;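 cells counted across two imaged fields per well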
bCat nuc transl cell count 5 µM – recorded beside bCat nuc transl, whose call it bears; cell count; measured here: cell count, cytotoxicity flag
MT stabilizer Hoechst-high % – second read-out of MT stabilizer, no call of its own (marks repeat the call); % Hoechst-high responders; measured here: nuclear condensation Hoechst responders;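 share of cells brighter than vehicle mean plus two SD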
MT stabilizer cytotoxicity % – recorded beside MT stabilizer, whose call it bears; toxicity, %; measured here: cytotoxicity by cell density;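 0% = mean cell density of plate MIN control wells and 100% = no cells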
Autophagy HCS cell loss 18 h – also measured in Autophagy HCS; calls as there; toxicity, %; measured here: cell loss, nuclei count;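 cell loss after 18 h compound exposure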
* = called active by the depositor; i = inactive; . = no result given; + = active, no number.

SMILES	Lipid droplet	Lipid droplet cells 6.5 µM	Ins promoter up	Ins promoter up cell count	bCat nuc transl	bCat nuc transl cell count 5 µM	MT stabilizer	MT stabilizer Hoechst-high %	MT stabilizer cytotoxicity %	Autophagy HCS	Autophagy HCS cell loss 18 h	CSM14.1 death rescue	XIAP displacement	Dynein transport	Dynein transport cytoplasmic EGFP	Dynein transport nuclear GR-EGFP	Dynein transport cell count	WT yeast gro inh	WT yeast gro inh mutant strain
Cc1ccc(CNC(=O)CCS(=O)(=O)c2ccc(C)cc2)cc1	-4	669	0.38	1281	-0.2	1064	5.3	1.1	5.6	i	1	2.6%	-5.8%	2	-0.25	0.72	-1.9	-27	-3
CCCCCOC(=O)c1ccc(OC(=O)c2cncc(Br)c2)cc1	.	.	-0.31	1502	-1.5	1420	2.1	1.2	0.6	i	3	0.0%	-3.4%	-0.68	-0.18	-0.22	-0.23	19	20
Cn1c(=O)c([N+](=O)[O-])c(NCCCn2ccnc2)c2ccccc21	8	719	0.01	1379	-1.9	1160	.	.	.	.	.	.	.	-0.34	-0.27	-0.21	0.43	.	.
C/C(=N/NC(=O)CNc1ccc(C)cc1)c1ccc(Cl)cc1	0	653	0.09	1852	-0.4	1068	1.9	1.4	5.5	i	-31	0.5%	0.3%	0.012	-0.11	0.35	-0.12	11	-18
Cc1ccc(C(C)C)c(Oc2nnnn2-c2ccccc2)c1	3	813	-0.63	1218	2.0	1111	32*	29*	27*	i	9	0.8%	-1.6%	-0.058	-0.2	-0.038	0.29	66*	34*
Cc1ccc(NC(=O)CSc2ncccn2)cc1F	43	752	0.03	1292	-1.3	1055	1.6	1.8	2.6	i	6	-1.6%	0.5%	-0.7	-0.24	-0.33	0.41	0	2
O=C(NCc1ccncc1)C(=O)NCC(c1ccco1)N1CCN(c2ccccc2F)CC1 (stereo not drawn)	1	526	0.23	1405	2.3	1113	1.0	2.3	5.2	i	-14	-1.4%	-4.2%	-0.63	-0.29	-0.55	0.52	3	15
Cc1csc2nnc(N)n12	.	.	0.7	1265	-3.7	1210	2.5	2.1	9.3	i	5	1.0%	-1.3%	-0.62	-0.11	0.02	0.33	6	7
CC(C(=O)O)N1C(=O)C2C3CC(C2C1=O)C1C(c2ccccc2)c2sc(=O)[nH]c2SC31 (stereo not drawn)	0	660	0.17	1184	-0.6	922	4.6	3.0	0.0	i	-7	-1.9%	-4.0%	1.8	-0.27	0.86	-1.1	6	5
CN(C)CCC1Sc2ccccc2Oc2ccccc21 (stereo not drawn)	20	734	-1.2	501	2.8	997	3.3	1.7	6.7	i	3	0.8%	-2.7%	-0.86	-0.24	-0.36	-0.92	-1	1
Cc1noc(C)c1CSc1nnc2ccccn12	.	.	0	1528	4.5	1350	2.5	2.8	8.3	i	4	-0.7%	-2.4%	-0.47	-0.24	-0.014	0.067	-3	-5
O=C(CSC1=NCCS1)NC(NC(=O)CSC1=NCCS1)c1ccccc1	-25	651	0.16	1262	-0.4	1106	2.6	2.6	12	i	10	-1.4%	-7.1%	-1.7	-0.3	-0.66	1	-6	12
O=C(Nc1ccccc1)O/N=C/c1ccccc1Cl	-30	799	-0.19	946	.	.	1.5	2.7	5.5	i	8	-0.5%	-8.8%	-1.1	-0.098	-0.39	1.1	-5	2
O=C(COc1ccc2ccccc2c1)N1CCN(C(=O)c2cccs2)CC1	-7	718	-0.14	1278	-2.1	1191	3.0	1.9	4.8	i	-16	-2.6%	-3.0%	-0.14	-0.2	0.25	-0.84	2	-4
O=C1C2C3C=CC(C3)C2C(=O)N1CNc1ccccc1 (stereo not drawn)	1	775	-0.08	1009	-2.6	1269	1.3	1.8	5.1	i	-10	-1.4%	-2.3%	0.62	0.081	0.27	0.19	-6	5
COc1ccc(-n2nnnc2SCC(=O)Nc2cccc(C)n2)cc1OC	3	746	-0.24	1260	-1.1	1310	2.7	2.5	0.1	i	-9	-0.5%	-4.9%	-0.63	-0.19	-0.28	0.57	0	0
COc1ccc(NC(=O)CN(c2ccc(C)cc2)S(=O)(=O)c2c(C)nn(C)c2C)cc1OC	.	.	-0.09	1441	-1.7	961	2.9	2.7	10	i	-2	-1.2%	-2.7%	2.2	-0.39	0.72	-0.88	-25	-23
COc1ccc(CN2CCN(c3cc(C)nc4c5c(C)cc(C)nc5nn34)CC2)cc1F	.	.	-0.3	1249	1.7	1142	.	.	.	.	.	-1.5%	-4.5%	.	.	.	.	.	.
COc1ccc(CNC(=O)Cn2nc(C(F)(F)F)cc2C)cc1	-2	657	.	.	-1.2	1120	1.3	1.5	9.5	i	-3	-1.0%	-4.3%	-0.59	-0.31	-0.46	1.2	-6	-2
COc1ccc(NC(=S)Nc2ccc(S(N)(=O)=O)cc2)c(C)c1	2	698	.	.	-0.9	1097	2.7	2.6	0.4	i	7	0.1%	-3.0%	-0.66	-0.09	-0.2	0.74	14	7
COc1nc(-c2ccccc2)ccc1-c1noc(COc2ccccc2)n1	-2	750	0.53	1175	-0.9	1286	2.3	1.6	7.4	i	1	-1.5%	-3.3%	-0.53	-0.19	-0.51	-0.013	20	13
O=C(O)c1ccc(S(=O)(=O)c2ccc3c(c2)C(=O)N(Cc2ccco2)C3=O)cc1	1	720	1	1182	-0.5	1126	2.6	0.6	19	i	0	0.9%	-6.1%	-1.1	0.046	-0.28	0.95	-8	3
Cc1ccc(S(=O)(=O)N2CC=C(C(=O)NCc3ccccc3)CC2)cc1	5	695	-0.66	1226	3.6	515	3.7	1.9	4.5	i	22	-2.0%	-4.7%	-0.4	-0.29	0.6	0.66	2	-11
CCN1CN(Cc2ccco2)CNC1=S	30	671	-0.15	1417	.	.	2.2	4.3	9.6	i	-9	-1.0%	0.3%	0.44	-0.22	0.39	-1.1	-10	6
Cc1cccc(Oc2ccccc2NC(=O)c2cnccn2)c1	2	824	0.81	926	.	.	3.0	1.7	6.4	i	-3	-1.7%	-4.1%	-0.16	0.13	-0.013	0.0063	12	-13
Cc1ccc2cc3c(N)c(C(=O)N4CC(=O)Nc5ccccc54)sc3nc2c1	.	.	.	.	.	.	17	65	36	+	-9.0*	-6.0%	-9.7%	2.7	0.21	1.4	-1.1	2	12
Cc1oc(-c2cc(F)cc(F)c2)nc1CN1CCSCC1	4	669	-0.04	1371	0.2	1503	5.1	1.1	8.6	i	-1	0.5%	-22%	-0.23	-0.3	-0.37	0.47	-12	7
C[n+]1cccc(/C=N/NC(=O)CC23CC4CC(CC(C4)C2)C3)c1	-3	673	0.34	1102	-0.3	1365	.	.	.	.	.	.	.	-0.73	-0.25	0.072	0.38	.	.
O=C(CSC1CCCCC1)Nc1ccccc1Br	2	717	-0.04	1319	.	.	4.0	1.7	2.7	i	-7	-3.1%	-5.4%	-0.065	-0.036	0.094	-0.8	15	5
CCc1c(C)c(C#N)c2nc3ccccc3n2c1N(C)C	.	.	1.4	1376	-5.1	869	5.2	3.2	5.0	i	2	.	-8.0%	1.3	-0.2	0.67	-1	7	-7
O=C(N/N=C/c1ccccc1C(=O)O)c1ccc(COc2cccc3cccnc23)cc1	-26	644	-0.09	1623	6.3	979	4.9	2.2	3.9	i	10	1.0%	-1.2%	1.4	-0.2	0.61	-0.83	14	-42
Nc1cc(S(=O)(=O)N2CCCCC2)ccc1Oc1ccc(Cl)cc1	-10	731	-1.2	1249	0.9	1015	4.2	2.5	7.1	i	2	-1.5%	-1.1%	-0.91	-0.33	0.29	-0.12	52	30
COC(=O)c1cscc1NC(C)=O	-2	736	0.84	1221	-1.7	1130	3.4	2.3	7.1	i	-5	4.5%	-9.2%	0.19	0.031	0.26	0.76	5	7
CCn1c(=O)c2cc(S(=O)(=O)NCc3ccccc3)ccc2n(CC)c1=O	-2	795	-0.79	1131	-1.9	1096	2.6	1.2	3.4	i	10	2.9%	-2.3%	-0.032	-0.26	-0.38	-0.93	-3	-3
S=C(Nc1ccc(Cl)cc1)Nc1cccc2cnccc12	-28	741	-0.18	985	-1.7	617	4.3	2.0	2.0	i	0	-0.8%	-7.0%	0.023	-0.24	0.54	0.59	62*	50*
CCOC(=O)c1c(C)c(-c2ccccc2)n(CC(=O)N2CCCC2)c1C	.	.	-0.26	829	.	.	3.8	2.6	4.8	i	15	0.9%	-7.2%	-0.67	-0.31	-0.29	0.76	12	9

Retrieved by structure from the list above, 3 records:
SMILES	Lipid droplet	Lipid droplet cells 6.5 µM	Ins promoter up	Ins promoter up cell count	bCat nuc transl	bCat nuc transl cell count 5 µM	MT stabilizer	MT stabilizer Hoechst-high %	MT stabilizer cytotoxicity %	Autophagy HCS	Autophagy HCS cell loss 18 h	CSM14.1 death rescue	XIAP displacement	Dynein transport	Dynein transport cytoplasmic EGFP	Dynein transport nuclear GR-EGFP	Dynein transport cell count	WT yeast gro inh	WT yeast gro inh mutant strain
Cc1noc(C)c1CSc1nnc2ccccn12	.	.	0	1528	4.5	1350	2.5	2.8	8.3	i	4	-0.7%	-2.4%	-0.47	-0.24	-0.014	0.067	-3	-5
COc1ccc(CNC(=O)Cn2nc(C(F)(F)F)cc2C)cc1	-2	657	.	.	-1.2	1120	1.3	1.5	9.5	i	-3	-1.0%	-4.3%	-0.59	-0.31	-0.46	1.2	-6	-2
CC(C(=O)O)N1C(=O)C2C3CC(C2C1=O)C1C(c2ccccc2)c2sc(=O)[nH]c2SC31 (stereo not drawn)	0	660	0.17	1184	-0.6	922	4.6	3.0	0.0	i	-7	-1.9%	-4.0%	1.8	-0.27	0.86	-1.1	6	5
